High-throughput results (PubChem BioAssay)
NCOA3 inh – SRC3 coactivator transcriptional activity inhibitors, primary screen, cell-based, luminescence | inhibition, % at 3.6 µM | AID 588352, 2011 | 360,000 tested, 0.17% active | HEK293 GAL4-SRC3 luciferase reporter | Nuclear receptor coactivator 3 (Homo sapiens), Q9Y6Q9;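 active = inhibition above a per-campaign cutoff, the mean of all compounds plus 3 SD, cut at about 60% in these data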;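 note: 0% = DMSO-treated cells and 100% = gossypol-treated cells at 36 µM; higher means less SRC3-driven luciferase light from the GAL4 reporter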
LRH-1 inv ag – LRH-1 (NR5A2) inverse agonists, primary screen, cell-based, luminescence, HEK293T, StAR-luciferase reporter | 360,000 tested, 0.13% active | LRH-1 transfected, 24 h | inhibition, % at 3.6 µM | Nuclear receptor subfamily 5 group A member 2 (Homo sapiens), O00482;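 active = inhibition above the mean inhibition of all tested compounds plus 3 SD, cut at about 73% in these data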;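 note: 0% = DMSO wells and 100% = reporter-only cells lacking LRH-1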
EBV LMP1 NFkB – EBV LMP1-driven NF-kappaB luciferase reporter inhibitors, primary screen, cell-based, luminescence, single point; LMP1-induced NF-kappaB luciferase reporter cells; 350,000 tested, 0.69% active; AID 504558, 2011; inhibition, % at 12.5 µM; in the data active = inhibition above about 41%;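 note: 0% = neutral control wells and 100% = reference inhibitor control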
NOD2 RIPK2 PPI – NOD2-RIPK2 binding disruptors in cells, primary screen, fluorescence, CHO cells, BLA complementation. Receptor-interacting serine/threonine-protein kinase 2 (Homo sapiens), O43353. CCF4 ratio. inhibition, % at 4.98 µM. 360,000 tested, 0.38% active. AID 624267, 2012; in the data active = inhibition above about 21%;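 note: 0% = vehicle only and 100% = reference blocker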
NR2F2 inh – NR2F2 transcriptional activity inhibitors, primary screen, cell-based, luciferase reporter, HEK293T, luminescence; inhibition, % at 8.6 µM; HEK293T NGFI-A luciferase reporter; COUP transcription factor 2 (Homo sapiens), P24468; AID 686940, 2013; 370,000 tested, 0.7% active;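 active = inhibition above a per-plate cutoff, mean inhibition of test wells between control levels plus 3 SD, cut at about 38% in these data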;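 note: cells cotransfected with COUP-TFII expression vector driving the NGFI-A reporter; 0% = median of COUP-TF2 test wells and 100% = reporter-only cells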
SRC2 inh – inhibition of GAL4-SRC2 driven luciferase reporter, primary screen, SRC2 inhibitor project, cell-based, luminescence; Nuclear receptor coactivator 2 (Homo sapiens), Q15596; inhibition, % at 9 µM; 370,000 tested, 0.17% active; HEK293 GAL4-SRC2 luciferase reporter;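 active = inhibition above the mean inhibition of all tested compounds plus 3 SD, set per campaign, cut at about 52% in these data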;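 note: 0% = DMSO treated cells and 100% = cells given Gossypol at 36 µM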
Target sequence (Q15596 whole entry, looked up, the tested form may be a part): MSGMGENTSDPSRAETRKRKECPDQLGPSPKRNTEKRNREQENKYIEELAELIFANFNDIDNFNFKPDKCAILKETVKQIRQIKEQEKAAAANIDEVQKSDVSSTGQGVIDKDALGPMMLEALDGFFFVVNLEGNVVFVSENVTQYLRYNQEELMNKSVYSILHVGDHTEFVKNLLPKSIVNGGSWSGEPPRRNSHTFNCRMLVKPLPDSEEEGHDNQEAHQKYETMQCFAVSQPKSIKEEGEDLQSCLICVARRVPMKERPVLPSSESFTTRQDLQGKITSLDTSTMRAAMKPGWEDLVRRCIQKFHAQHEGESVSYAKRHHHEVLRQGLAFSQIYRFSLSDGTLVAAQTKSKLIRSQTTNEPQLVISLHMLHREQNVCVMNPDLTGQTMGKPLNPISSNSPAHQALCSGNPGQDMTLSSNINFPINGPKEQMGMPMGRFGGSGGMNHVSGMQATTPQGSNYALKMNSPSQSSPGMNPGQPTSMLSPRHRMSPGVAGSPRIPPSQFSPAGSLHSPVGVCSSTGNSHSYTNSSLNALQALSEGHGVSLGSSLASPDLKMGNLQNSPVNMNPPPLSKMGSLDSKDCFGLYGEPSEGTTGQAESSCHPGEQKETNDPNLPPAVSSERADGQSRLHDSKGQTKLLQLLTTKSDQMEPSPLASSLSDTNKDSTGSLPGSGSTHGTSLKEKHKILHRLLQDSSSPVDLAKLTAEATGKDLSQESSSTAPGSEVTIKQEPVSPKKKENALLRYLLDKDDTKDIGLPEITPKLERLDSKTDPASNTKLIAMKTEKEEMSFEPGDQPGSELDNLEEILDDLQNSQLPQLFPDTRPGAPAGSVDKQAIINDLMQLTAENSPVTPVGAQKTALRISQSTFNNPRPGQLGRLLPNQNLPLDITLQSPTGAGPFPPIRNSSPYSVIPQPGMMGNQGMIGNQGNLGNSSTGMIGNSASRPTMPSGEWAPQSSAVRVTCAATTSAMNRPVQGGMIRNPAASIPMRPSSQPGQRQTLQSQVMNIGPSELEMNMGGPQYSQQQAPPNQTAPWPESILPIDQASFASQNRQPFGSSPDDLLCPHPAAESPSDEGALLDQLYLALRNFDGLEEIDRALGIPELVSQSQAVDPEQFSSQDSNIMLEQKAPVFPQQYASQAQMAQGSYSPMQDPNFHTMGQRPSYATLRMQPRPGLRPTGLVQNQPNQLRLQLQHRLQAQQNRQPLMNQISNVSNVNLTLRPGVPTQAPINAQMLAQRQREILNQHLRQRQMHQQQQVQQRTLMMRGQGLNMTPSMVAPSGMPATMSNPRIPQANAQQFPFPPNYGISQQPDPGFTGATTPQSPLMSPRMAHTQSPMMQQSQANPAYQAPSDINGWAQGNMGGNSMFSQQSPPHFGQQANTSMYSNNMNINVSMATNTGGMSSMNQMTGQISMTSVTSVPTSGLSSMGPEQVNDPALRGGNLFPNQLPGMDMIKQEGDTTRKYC
TWEAK-Fn14 inh – inhibitors of TWEAK-Fn14 signaling, primary screen, luciferase reporter cells, uHTS | TWEAK-stimulated Fn14 reporter cells, luciferase luminescence, 8 h | inhibition, % at 10 µM | 360,000 tested, 2% active | AID 1159606, 2016; in the data active = inhibition above about 50%
TRAIL sens C8 – viability loss with TRAIL in NB7+C8 cells, primary screen, TRAIL sensitizer project, cell-based, ATPlite luminescence. 360,000 tested, 1% active. inhibition (viability loss, TRAIL sensitization), % at 10 µM;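 active = compounds causing at least 50% loss of cell viability in the single-dose screen, relative to plate controls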
TROY NFkB inh – inhibitors of TROY-driven NF-kB signaling, primary screen, Q293 LMP1-TROYcd cells, NF-kB luciferase, uHTS; 360,000 tested, 0.98% active; Q293 LMP1-TROYcd NF-kB luciferase reporter, 4 h; inhibition, % at 10 µM; AID 1347056, 2019;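 active = compounds whose plate-normalised and pattern-corrected inhibition of the luciferase reporter signal at the single screening dose is 50% or more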
TLR9-MyD88 block – inhibitors of TLR9-MyD88 association in cells, primary screen, cell-based, CHO, BLA complementation, fluorescence; 340,000 tested, 0.21% active; CCF4 FRET ratio; inhibition, % at 4.98 µM; AID 504734, 2011; Toll-like receptor 9 (Homo sapiens) + Myeloid differentiation primary response protein …;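 active = inhibition above the mean over all tested compounds plus 3 SD, cut at about 21% in these data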;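 note: 0% = DMSO only wells and 100% = clavulanate BLA inhibitor control wells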
NCOA1 inh – SRC1 coactivator transcriptional activity inhibitors, primary screen, cell-based, luminescence; HEK293 GAL4-SRC1 luciferase reporter; inhibition, % at 3.6 µM; AID 588354, 2011; Nuclear receptor coactivator 1 (Homo sapiens), Q15788; 360,000 tested, 0.12% active;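 active = inhibition above the campaign mean plus 3 SD, with each screening campaign given its own cutoff, cut at about 60% in these data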;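 note: 0% = DMSO treated cells and 100% = gossypol at 36 µM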
* marks the source's active call; other numbers are inactive results; nt = not tested or not shown. These rows are one share of the data; count on the stated rates, not on these rows.

SMILES	NCOA3 inh	LRH-1 inv ag	EBV LMP1 NFkB	NOD2 RIPK2 PPI	NR2F2 inh	SRC2 inh	TWEAK-Fn14 inh	TRAIL sens C8	TROY NFkB inh	TLR9-MyD88 block	NCOA1 inh
Cc1cc(C(=O)N2CCC(C)(C(=O)NS(=O)(=O)C3CC3)C2)n(C(C)(C)C)n1 (centres undefined)	-6	-12	nt	-6	3	0	6	1	-1	nt	2
Cc1csc(NC(=O)CN2C(=O)c3ccccc3S2(=O)=O)n1	14	3	5	-4	9	7	8	0	24	0	0
O=C(NC(Cc1ccccc1)C(=O)O)/C(=C/c1ccc([N+](=O)[O-])cc1)NC(=O)c1ccccc1Br (centres undefined)	12	-14	3	-8	16	-1	12	0	-1	-3	-9
N#Cc1c(NC(=O)C2CC(c3c(F)cccc3Cl)=NO2)sc2c1CCC2 (centres undefined)	4	-7	-8	-7	-7	-1	5	-2	-33	5	-15
Cc1c(C)n2c(SCC(=O)N3CCCCC3)nnc2[nH]c1=O	5	-17	-1	-7	-15	5	-6	10	0	-2	-6
Nc1ccc(Nc2ccccc2N)cc1	-2	-20	-6	-5	21	6	-7	19	1	1	-4
COc1ccc(C(=O)NC(=S)Nc2ccc(CN3CCOCC3)cc2)cc1OC	-8	-41	nt	-5	8	-6	-5	-9	-2	nt	-27
CNC(=O)C1CC(=O)N(CCc2ccc(OC)cc2)C(=Nc2ccc(OC)cc2)S1 (centres undefined)	21	8	1	-7	0	-2	2	-10	6	-23	3
Cc1ccc(NC(=S)NCCN(C2CCCCC2)C2CCCC2)cc1C	13	7	1	4	5	-29	0	19	-22	1	-5
CC1CCCN(CCC(=O)c2ccc(Br)cc2)C1 (centres undefined)	-10	-4	3	-4	-2	-2	-1	-13	-20	-7	-11
COCc1n[nH]c(=S)n1-c1ccccc1	20	-8	1	-6	4	15	-16	-13	22	-3	-5
O=C(CN(Cc1ccc(F)cc1)C(=O)CNS(=O)(=O)c1ccc(F)cc1)NCC1CCCO1 (centres undefined)	8	-15	-1	-2	3	-23	13	-2	6	8	5
COc1cccc(C(=O)OCCCN(C)C)c1	12	-8	5	-4	-4	-16	-3	5	-21	-2	11
COC(=O)C1(C)CCC(C(=O)Nc2ccccc2)C1(C)C (centres undefined)	4	1	1	-10	7	-26	22	-25	-9	-10	-9
CN(CC(=O)Nc1ccc(Cl)c(C(F)(F)F)c1)C(=O)Cc1n[nH]c(=O)c2ccccc12	16	-22	1	9	46*	28	29	18	29	6	-13
O=C1C2CC=CCC2C(=O)N1c1ccc(OCC(O)Cn2nnc3ccccc32)cc1 (centres undefined)	12	7	9	-5	11	12	-3	0	16	0	-7
CCOc1ccc(OCCC(=O)OC(C)C(=O)Nc2ccc(Cl)cn2)cc1 (centres undefined)	2	2	-8	1	9	18	2	20	0	-1	-5
CCCNc1nc2c(c(=O)n(C)c(=O)n2C)n1Cc1ccc(F)cc1	4	4	13	-12	21	11	14	8	15	-4	6
CCOCCn1c(CC)nc2ccccc21	1	-9	4	3	-2	3	4	-2	15	-1	-2
COc1ccccc1CC(=O)Nc1ccc(S(=O)(=O)N(C)C2CCN(C)CC2)cc1	24	0	-3	-6	15	10	2	3	0	-2	-7
O=C(COC(=O)c1ccc(OC(F)F)cc1)Nc1cccc(S(=O)(=O)NC2=NCCC2)c1	19	-19	-1	2	6	2	0	-5	0	-3	4
CC(Oc1cccc2cccnc12)C(=O)N/N=C/c1ccccc1 (centres undefined)	9	15	-3	-4	11	-25	-9	2	-4	-5	-4
COc1ccc(C(=O)Cc2cc(OC)c(OC)cc2[N+](=O)[O-])c(OC)c1	7	-14	-10	-1	4	2	-26	11	-43	2	-23
O=C(NCCO)C(=O)Nc1cc2c3c(c1)CCN3C(=O)CC2	-14	12	-1	-2	-19	-52	4	-16	-10	-10	-13
C#CCOCCOCCOCCNc1nc(N2CCN(C(=O)[C@H](CO)n3cc([C@@H](N)C(C)C)nn3)CC2)nc(N2CCN(C(=O)[C@H](CCC(=O)O)n3cc([C@@H](N)[C@H](C)CC)nn3)CC2)n1	-3	-22	-7	-14	-7	-18	-10	-1	-8	-5	-5

Whole records as entered above. Values in the order: NCOA3 inh | LRH-1 inv ag | EBV LMP1 NFkB | NOD2 RIPK2 PPI | NR2F2 inh | SRC2 inh | TWEAK-Fn14 inh | TRAIL sens C8 | TROY NFkB inh | TLR9-MyD88 block | NCOA1 inh
Results for COCc1n[nH]c(=S)n1-c1ccccc1 → 20 | -8 | 1 | -6 | 4 | 15 | -16 | -13 | 22 | -3 | -5
Results for Nc1ccc(Nc2ccccc2N)cc1 → -2 | -20 | -6 | -5 | 21 | 6 | -7 | 19 | 1 | 1 | -4

Laid out differently: results already given.
Order of results – NCOA3 inh	LRH-1 inv ag	EBV LMP1 NFkB	NOD2 RIPK2 PPI	NR2F2 inh	SRC2 inh	TWEAK-Fn14 inh	TRAIL sens C8	TROY NFkB inh	TLR9-MyD88 block	NCOA1 inh
Cc1cc(C(=O)N2CCC(C)(C(=O)NS(=O)(=O)C3CC3)C2)n(C(C)(C)C)n1 (centres undefined)
→ -6	-12	nt	-6	3	0	6	1	-1	nt	2
Cc1csc(NC(=O)CN2C(=O)c3ccccc3S2(=O)=O)n1
→ 14	3	5	-4	9	7	8	0	24	0	0
C#CCOCCOCCOCCNc1nc(N2CCN(C(=O)[C@H](CO)n3cc([C@@H](N)C(C)C)nn3)CC2)nc(N2CCN(C(=O)[C@H](CCC(=O)O)n3cc([C@@H](N)[C@H](C)CC)nn3)CC2)n1
→ -3	-22	-7	-14	-7	-18	-10	-1	-8	-5	-5
CC(Oc1cccc2cccnc12)C(=O)N/N=C/c1ccccc1 (centres undefined)
→ 9	15	-3	-4	11	-25	-9	2	-4	-5	-4
COc1ccc(C(=O)Cc2cc(OC)c(OC)cc2[N+](=O)[O-])c(OC)c1
→ 7	-14	-10	-1	4	2	-26	11	-43	2	-23
O=C(NCCO)C(=O)Nc1cc2c3c(c1)CCN3C(=O)CC2
→ -14	12	-1	-2	-19	-52	4	-16	-10	-10	-13

Later entries.
SMILES	NCOA3 inh	LRH-1 inv ag	EBV LMP1 NFkB	NOD2 RIPK2 PPI	NR2F2 inh	SRC2 inh	TWEAK-Fn14 inh	TRAIL sens C8	TROY NFkB inh	TLR9-MyD88 block	NCOA1 inh
CC(=O)c1cc2c(cc1NC(=O)CSc1nc3ccccc3o1)OCO2	6	-38	-12	-1	-6	-15	-1	-3	-18	-1	-7
Cc1nc2nc3c(cn2n1)C(=O)CC(c1ccccc1)C3 (centres undefined)	-13	15	-2	-5	11	7	8	15	17	-5	9
COc1cc2c(c(OC)c1OC)C(=O)CC2	17	-26	-5	-3	-10	-28	-1	0	19	-9	1
CC/C(O)=C1\C(=O)CC(c2ccccc2)CC1=NCCc1c(C)[nH]c2ccc(C)cc12 (centres undefined)	-5	13	4	-16	2	18	20	-13	4	2	-10
O=C(Cc1ccccc1)NC(Nc1cccc2ccccc12)C(Cl)(Cl)Cl (centres undefined)	17	15	-2	-7	8	9	12	1	56*	3	-23
C=CCn1c(SCC(=O)Nc2nnc(CC)s2)nnc1-c1ccncc1	-13	10	3	-7	21	-12	12	-10	-7	-1	-11
Cc1cc(-c2nnc3sc(-c4ccc(Cl)cc4Cl)nn23)n[nH]1	10	-18	3	-14	-7	19	-32	5	0	8	1
NC(=O)CCN1CCN(C(=O)c2ccc3nc(Cc4cccc(Cl)c4)oc3c2)CC1	-27	0	3	-1	3	21	-5	13	-7	3	-11
C=CCSc1n[nH]c(=O)n1-c1cccc(C(F)(F)F)c1	-2	-3	2	-2	27	-22	5	-20	-17	1	-3
CCc1nc2c(OCc3ccc(F)c(F)c3)cccn2c1N(C)C(=O)c1ccncc1	6	-15	nt	7	-2	-21	-12	-3	9	nt	10
O=c1[nH]c(C2CCN(S(=O)(=O)c3cccc(C(F)(F)F)c3)CC2)nc2c1nnn2Cc1cccc(F)c1	0	14	-17	4	-3	-14	11	-4	23	-2	8
Cc1cccc(N2CCN(C(=O)C3(S(=O)(=O)c4ccc(Cl)cc4)CC3)CC2)c1C	-11	-8	7	0	12	9	-11	-9	29	-3	-17
CCn1cc(C(=O)NCCC(=O)NCCCO)c(=O)c2cc3c(cc21)OCO3	9	8	31	4	-8	32	7	-7	-8	-8	-1
Cn1c(CNC(=O)c2ccc(F)cc2)nc2ccccc21	-2	-10	-4	-3	17	-4	4	-3	-13	-11	-8
O=S(=O)(c1ccc(F)cc1)N1CCN(Cc2cc3c(cc2Br)OCCO3)CC1	11	-9	7	-2	3	-36	-24	1	3	1	-16
c1ccc2c(c1)CCCN2Cc1nnnn1C1CCCC1	-14	-26	-16	-4	23	-20	1	5	-27	-1	-15
Cc1ccc(C(=O)OCC(=O)Nc2sc3c(c2C#N)CCCC3)cc1NC(=O)c1ccco1	-35	5	-10	-5	4	-13	-23	-3	-11	1	-42
CCOC(=O)N1CCN(C(=S)Nc2cccc(C)c2)CC1	3	-1	1	1	-1	4	-4	-4	-10	2	2
Cc1cc(CN2CCCCC2)oc1C(=O)O	3	-1	-4	-4	-15	-12	6	-3	5	0	2
Cc1ccc(NS(=O)(=O)c2csc(C(N)=O)c2)cc1C	6	10	3	-4	11	-28	22	-12	17	-1	12
Cc1cc(C)c2c(N)c(C(=O)NCc3ccco3)sc2n1	-15	-15	0	1	-5	-30	23	-1	-5	-9	-27
O=C(NCCC1=CCCCC1)c1cc(COc2ccc(F)cc2Cl)on1	15	-19	2	-3	5	15	2	-4	9	-7	0
c1ccc(Cn2c(-c3ccccc3)c[n+]3c2SCCC3)cc1	14	-8	3	1	13	9	7	12	-9	4	12
O=C(COc1nsnc1N1CCOCC1)N/N=C/c1ccccc1O	19	-16	4	8	-10	2	-11	48	-66	3	17
Cc1nnc(SCc2nc3sc4c(c3c(=O)[nH]2)CCCC4)[nH]c1=O	6	-8	-1	-8	6	-14	12	3	10	13	11
COc1ccc(-c2n[nH]nc2C2=CC(=O)CC(C)(C)C2)cc1	19	-1	-7	-8	15	4	4	5	3	4	-9
